CHO-K1 Ca antag – M1 antagonist counterscreen hit in parental CHO-K1 cells; ATP-induced calcium, Fluo-8 fluorescence; inhibition, % at 3 µM; 360,000 compounds, 0.6% hits; AID 602250;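 active means inhibition above a per-plate cutoff, the plate's mean sample inhibition plus 3 SD, cut at about 24% in these data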;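 further: 0% = DMSO plus EC80 ATP and 100% = DMSO alone without ATP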
OXTR potentiate – human OXTR potentiation. CHO-OTR cells, Fluo-8 calcium fluorescence, potentiator mode; 0% = oxytocin EC15, 100% = EC100. 320,000 compounds, 0.061% hits. activation, % at 3 µM. P30559. AID 2445;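 active means activation above that plate's cutoff, the mean activation of tested compounds plus 3 SD, cut at about 6.6% in these data, passing the limit was not always enough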;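 further: 100% uses oxytocin at 75 nM as the full agonist control; some results filed as inactive read as strong as hits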
Target sequence (P30559 whole entry, looked up): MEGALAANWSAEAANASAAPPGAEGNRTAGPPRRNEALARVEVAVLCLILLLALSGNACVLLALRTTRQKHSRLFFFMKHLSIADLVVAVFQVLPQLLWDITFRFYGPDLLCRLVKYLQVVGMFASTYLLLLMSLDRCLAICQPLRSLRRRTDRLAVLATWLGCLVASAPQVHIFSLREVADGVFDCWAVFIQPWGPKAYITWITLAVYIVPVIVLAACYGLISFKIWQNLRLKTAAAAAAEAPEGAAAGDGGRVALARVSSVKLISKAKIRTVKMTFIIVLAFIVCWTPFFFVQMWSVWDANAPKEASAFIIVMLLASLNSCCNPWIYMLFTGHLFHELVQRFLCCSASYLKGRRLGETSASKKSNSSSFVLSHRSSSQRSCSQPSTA
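Assay system: CHO cell line stably expressing human OTR. Reagent: EC15 oxytocin agonist. Dosing: single dose, 3.0 µM nominal final compound concentration. Timing: compound 6 min at room temperature before oxytocin, 100 s read. Signal: kinetic Fluo-8 calcium fluorescence. Controls: oxytocin EC15 low and EC100 high.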
TAAR1 antagonist – human TAAR1 antagonism. CHO RD-HGA16 TAAR1, Fluo-8 calcium fluorescence, antagonist. inhibition, % at 3 µM. 360,000 compounds, 1.5% hits;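 active means inhibition above a per-plate cutoff, the mean inhibition of test compounds on that plate plus 3 SD, cut at about 49% in these data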;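 further: 0% = DMSO plus EC80 beta-PEA response and 100% = DMSO alone without agonist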
Target sequence (Q96RJ0 whole entry, looked up): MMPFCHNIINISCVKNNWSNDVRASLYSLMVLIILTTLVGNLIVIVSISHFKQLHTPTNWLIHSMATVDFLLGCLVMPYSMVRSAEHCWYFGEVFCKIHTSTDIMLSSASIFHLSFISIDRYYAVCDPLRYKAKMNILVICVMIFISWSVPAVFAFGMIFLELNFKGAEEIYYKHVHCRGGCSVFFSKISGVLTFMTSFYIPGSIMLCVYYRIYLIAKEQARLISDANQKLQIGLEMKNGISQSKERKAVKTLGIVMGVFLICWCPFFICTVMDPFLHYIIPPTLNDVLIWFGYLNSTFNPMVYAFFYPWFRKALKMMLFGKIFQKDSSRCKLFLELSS
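Test system: hTAAR1-expressing CHO RD-HGA16 cells, Gα16-coupled; Probe or stimulus: EC80 β-phenethylamine stimulus; Compound dosing: single nominal final test compound concentration of 3 µM; Timing: 140 s kinetic read after compound, 140 s after agonist; Signal: Fluo-8 calcium-sensitive fluorescence; Measure: % inhibition of agonist calcium response; Controls: DMSO and EC80 PEA controls.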
CHO-K1 Ca PAM – counter-screen for M1 PAMs: effect in parental CHO-K1 cells | ATP EC20, Fluo-8 calcium fluorescence; 0% at ATP EC20, 100% at ATP max | activation, % at 3 µM | 360,000 compounds, 0.02% hits | AID 602247;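 active means activation above the run cutoff, the mean activation of all test compounds plus 3 SD, cut at about 40% in these data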;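 further: peak over basal fluorescence ratio in a 140 s read after ATP addition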
CHO parental Ca – signal in parental CHO cells, OX1R antagonist counter-screen | inhibition, % at 5.6 µM | parental CHO-K1, ATP-induced calcium, Fluo-8 fluorescence | AID 463079 | 330,000 compounds, 0.63% hits;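 active means inhibition above that plate's mean sample inhibition plus 3 SD, cut at about 26% in these data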;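 further: 0% = ATP-challenged DMSO wells and 100% = DMSO wells without ATP; some compounds past the cut are filed as inactive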
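Material: Parental CHO cells | Reagent: ATP | Compound dosing: Single nominal dose of 5.6 µM per compound | Detection: Intracellular calcium via Fluo-8 no-wash fluorescent dye | Read-out: % inhibition of ATP-induced calcium mobilization | Benchmarks: Low control ATP plus DMSO, high control DMSO only | Replicates: Singlicate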
OXTR agonist – human OXTR agonism. P30559. CHO-OTR cells, Fluo-8 calcium fluorescence; normalized: DMSO 0%, oxytocin 100%. activation, % at 3 µM. 320,000 compounds, 0.32% hits. AID 2435;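 active means activation above the mean of all tested compounds plus 3 SD, cutoff set per screening run, cut at about 20% in these data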;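 further: peak over basal fluorescence ratio from a 100 s FLIPR kinetic read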
V1R ag counter – activates human V1a receptor in oxytocin agonist counter-screen; P37288; CHO-V1R cells, Fluo-8 calcium fluorescence, agonist mode; 0% DMSO, 100% 3 nM vasopressin; activation, % at 3 µM; 320,000 compounds, 0.25% hits;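 active means activation above the mean activation of all tested compounds plus 3 SD, per screening run, cut at about 20% in these data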;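 further: signal is peak over basal fluorescence ratio across a 100 second FLIPR read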
CHO-K1 Ca ag – nonselective activator or artifact in parental CHO-K1 cells | Fluo-8 calcium fluorescence; scaled to maximal ATP response, vehicle zero | activation, % at 3 µM | 360,000 compounds, 0.48% hits; in the data active means activation above about 15%;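 further: untransfected CHO-K1 host cells lacking M1 receptor as counterscreen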
GPR7 antag – blocks human GPR7 receptor signaling; P48145; GPR7-expressing cells, fluorescence antagonist assay; inhibition, % at 4.4 µM; 290,000 compounds, 1.1% hits; AID 1861; in the data active means inhibition above about 16%, passing the limit was not always enough;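 further: cells stimulated with the agonist NPW; 0% = agonist with vehicle and 100% = vehicle without agonist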
Target sequence (P48145 whole entry, looked up): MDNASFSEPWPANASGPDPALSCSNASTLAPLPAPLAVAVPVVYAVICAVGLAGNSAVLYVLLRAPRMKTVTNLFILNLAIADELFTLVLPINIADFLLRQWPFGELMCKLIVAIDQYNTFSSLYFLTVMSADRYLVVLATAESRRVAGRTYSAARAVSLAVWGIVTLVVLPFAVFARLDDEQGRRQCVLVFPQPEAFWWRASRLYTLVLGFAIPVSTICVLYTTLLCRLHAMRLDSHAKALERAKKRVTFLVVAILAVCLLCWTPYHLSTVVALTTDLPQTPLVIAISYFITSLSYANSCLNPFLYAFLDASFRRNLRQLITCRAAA
Starred values were filed as active, the others as inactive; · = no result given.

smiles | CHO-K1 Ca antag | OXTR potentiate | TAAR1 antagonist | CHO-K1 Ca PAM | CHO parental Ca | OXTR agonist | V1R ag counter | CHO-K1 Ca ag | GPR7 antag
O=C(COc1ccc(S(=O)(=O)N2CCOCC2)cc1)NCCc1ccccc1 | -2 | 3 | -21 | 27 | -19 | 0.2 | 0.4 | 4.3 | ·
CC1CCN(CC(O)COC2CC(C)CCC2C(C)C)CC1 (stereo unspecified) | -12 | -7 | -1 | 14 | -26 | 2.1 | 3.6 | 5.8 | 23*
Cc1ccccc1N1CCN(S(=O)(=O)c2nnc(NC(=O)c3ccco3)s2)CC1 | -11 | -12 | -6 | -3 | -9 | 0.4 | 4.6 | 0.1 | -17
Cc1cccc(C)c1NC(=O)CCCCCC1NC(=O)NC1C (stereo unspecified) | -13 | -2 | -8 | -14 | -11 | 1.5 | 0.8 | 0.3 | -8
Nc1c(Cl)cc(-c2csc(N3CCCC3c3nc4cc(Cl)c(N5CCCCC5)cc4n3CCCO)n2)cc1Cl (stereo unspecified) | -8 | -5 | -9 | 4 | -27 | 0.5 | -0.6 | 0.6 | ·
CCOc1ccc(NC(=O)CCc2nnc3ccc(N4CCC(C)CC4)nn23)cc1 | -13 | -22 | -23 | 24 | -30 | -2.9 | -1.4 | -0.2 | -7
CCc1ccc(CNC(=O)C2CCC(=O)N2C2CCCCC2)cc1 (stereo unspecified) | -9 | 1 | 16 | 17 | -14 | -0.2 | 0.2 | 0.8 | 19
CCOC(=O)Cn1cc(/C=N/N2C(=O)C3C4C=CC(C4)C3C2=O)c2ccccc21 (stereo unspecified) | 13 | -7 | 8 | -1 | -14 | 0.9 | -0.1 | -0.3 | 14
Cc1cc(=O)[nH]c(SCc2ccccc2)n1 | -7 | -13 | 4 | -6 | -6 | -0.7 | -0.2 | -0.1 | -7
O=C(O)/C=C/C(=O)Nc1ccc(C(=O)c2ccccc2)cc1 | -4 | -1 | -5 | -12 | 0 | 0.2 | 0.1 | 0.0 | 1
COc1cc(Cl)c(C)cc1NC(=O)CSC1=NCCS1 | -9 | -5 | 23 | 18 | -8 | -2.3 | -0.4 | 0.5 | ·
CN(C)C(=O)c1nc2ccc(Cl)cn2c1CNCc1cccc(OC(F)(F)F)c1 | -8 | 1 | -7 | 19 | -24 | -0.6 | 5.8 | 1.8 | 11

Exported as labelled records: two of the compounds above
SMILES: CCOc1ccc(NC(=O)CCc2nnc3ccc(N4CCC(C)CC4)nn23)cc1
  CHO-K1 Ca antag: -13
  OXTR potentiate: -22
  TAAR1 antagonist: -23
  CHO-K1 Ca PAM: 24
  CHO parental Ca: -30
  OXTR agonist: -2.9
  V1R ag counter: -1.4
  CHO-K1 Ca ag: -0.2
  GPR7 antag: -7

SMILES: CCc1ccc(CNC(=O)C2CCC(=O)N2C2CCCCC2)cc1 (stereo unspecified)
  CHO-K1 Ca antag: -9
  OXTR potentiate: 1
  TAAR1 antagonist: 16
  CHO-K1 Ca PAM: 17
  CHO parental Ca: -14
  OXTR agonist: -0.2
  V1R ag counter: 0.2
  CHO-K1 Ca ag: 0.8
  GPR7 antag: 19

New compounds follow
smiles | CHO-K1 Ca antag | OXTR potentiate | TAAR1 antagonist | CHO-K1 Ca PAM | CHO parental Ca | OXTR agonist | V1R ag counter | CHO-K1 Ca ag | GPR7 antag
COc1ccc([C@H]2CC(=O)C=C(c3ccc(C(=O)O)cc3)C2)cc1OC | -16 | 0 | 6 | 17 | -19 | 1.6 | 0.6 | 0.9 | ·
O=C(CSc1nc(-c2ccccc2)cs1)NCCN1C(=O)CSC1=O | -2 | 0 | 5 | -9 | -8 | 0.5 | -1.1 | 1.0 | -7
CCOC(=O)c1[nH]cnc1C(=O)Nc1cccc(Cl)c1 | -2 | -5 | 5 | 12 | -27 | 0.2 | 1.2 | 1.5 | -7
O=C(NCc1ccco1)C1CCN(S(=O)(=O)c2cccc([N+](=O)[O-])c2)CC1 | -11 | -6 | -2 | 18 | 2 | 1.2 | 0.1 | 0.7 | -7
CCOC(=O)c1nn(-c2ccccc2)c(=O)cc1OCC(=O)Nc1cc(C)ccc1C | -2 | 1 | -13 | 10 | -6 | -0.9 | -0.3 | 0.3 | ·
CNC(=O)COC(=O)/C=C/c1ccco1 | -14 | -6 | -21 | 19 | -13 | 0.3 | 1.0 | 0.1 | 1
C=C(C)Cn1c2ccc(NC(=O)NCc3ccc(F)cc3)cc2c(=O)n1C | 4 | · | -3 | -6 | · | · | · | 0.1 | ·
COCCCNc1nc2c(c(=O)n(C)c(=O)n2C)n1Cc1cccc(OC)c1 | 1 | -12 | -11 | 6 | -4 | -1.5 | -0.2 | 0.6 | -8
O=C(N/N=C/c1ccccc1O)C1CC(=O)N(c2ccc(F)cc2)C1 (stereo unspecified) | -8 | -9 | -6 | 1 | -3 | 0.1 | 0.2 | -0.2 | -2
Cc1cccc(NC(=O)CCc2ccc(C)o2)c1 | 2 | -11 | -23 | 12 | -1 | -1.3 | -1.2 | 0.2 | -6
Cc1cc(C(=O)Nc2ccccn2)cs1 | -11 | -9 | 0 | 9 | -5 | -0.9 | -0.1 | 0.4 | -10
O=C(O/N=C1\CCS(=O)(=O)c2sccc21)c1ccc(F)cc1 | -5 | -8 | -9 | -7 | 7 | 0.0 | 0.0 | 3.7 | -11

Some of the entries so far, with two lines to a compound:
Fields – CHO-K1 Ca antag, OXTR potentiate, TAAR1 antagonist, CHO-K1 Ca PAM, CHO parental Ca, OXTR agonist, V1R ag counter, CHO-K1 Ca ag, GPR7 antag
- COc1ccc([C@H]2CC(=O)C=C(c3ccc(C(=O)O)cc3)C2)cc1OC
    -16, 0, 6, 17, -19, 1.6, 0.6, 0.9, ·
- O=C(CSc1nc(-c2ccccc2)cs1)NCCN1C(=O)CSC1=O
    -2, 0, 5, -9, -8, 0.5, -1.1, 1.0, -7
- CCOC(=O)c1[nH]cnc1C(=O)Nc1cccc(Cl)c1
    -2, -5, 5, 12, -27, 0.2, 1.2, 1.5, -7
- O=C(NCc1ccco1)C1CCN(S(=O)(=O)c2cccc([N+](=O)[O-])c2)CC1
    -11, -6, -2, 18, 2, 1.2, 0.1, 0.7, -7
- CCOC(=O)c1nn(-c2ccccc2)c(=O)cc1OCC(=O)Nc1cc(C)ccc1C
    -2, 1, -13, 10, -6, -0.9, -0.3, 0.3, ·
- CNC(=O)COC(=O)/C=C/c1ccco1
    -14, -6, -21, 19, -13, 0.3, 1.0, 0.1, 1

(more compounds)
smiles | CHO-K1 Ca antag | OXTR potentiate | TAAR1 antagonist | CHO-K1 Ca PAM | CHO parental Ca | OXTR agonist | V1R ag counter | CHO-K1 Ca ag | GPR7 antag
CN1CCN(C(=O)c2ccc(NC(=O)c3ccc(Br)o3)cc2)CC1 | -16 | · | -5 | 12 | · | · | · | 1.3 | ·
C[C@H](NC(=O)c1nc[nH]c1C(=O)N[C@@H](Cc1ccccc1)C(=O)OCc1ccccc1)C(=O)OC(C)(C)C | -15 | -11 | 41 | 7 | -9 | 0.3 | 1.2 | 0.6 | -35
O=C(COC(=O)C1CC1)Nc1ccccc1Sc1ccccc1 | -8 | -2 | 4 | 3 | -14 | -2.1 | -1.8 | -0.1 | -10
CSc1ccc(C2C3(C#N)C(N)=NC4(OCCO4)C23C#N)cc1 (stereo unspecified) | -10 | 0 | -2 | 15 | -9 | 2.6 | 1.0 | 0.4 | 2
CN1CCC(N(C)C(=S)NCCc2ccccc2)CC1 | -5 | -7 | -17 | 5 | 13 | 1.5 | 0.3 | 5.8 | -2
CCc1c(C)c2ccc(O)c(CN3CCCC3)c2oc1=O | -3 | · | -11 | 6 | · | · | · | 0.9 | -3
O=C1CC(c2ccccc2)NC(=S)N1 (stereo unspecified) | 5 | · | 3 | 1 | · | · | · | 0.3 | ·
O=C(Nc1cccc(S(=O)(=O)N2CCCC2)c1)c1ccco1 | -9 | -2 | -23 | 20 | -15 | 0.7 | 0.6 | 0.2 | ·
COc1cccc(NC(=O)C(OC(=O)c2cnc(C)cn2)c2ccccc2)c1 (stereo unspecified) | 3 | 0 | -4 | 2 | -17 | 0.1 | -0.8 | -0.1 | ·
CC1CCN(S(=O)(=O)c2ccc(C(=O)NCc3cccnc3)cc2)CC1 | -6 | -18 | -10 | 17 | -17 | -1.6 | -1.0 | 4.9 | 0
COc1ccc(C)cc1S(=O)(=O)N(CC(=O)N1CCCC1)c1ccc(C)cc1 | -11 | 1 | -20 | -1 | -23 | -1.0 | 0.3 | -0.2 | 6
CCCC(O)(c1ccc(CC)cc1)C(CN1CCOCC1)c1ccccc1 (stereo unspecified) | -18 | · | -24 | -2 | · | · | · | -1.4 | 7
OCCCCNCc1ccc(OCc2ccccc2Cl)cc1 | -9 | -6 | -1 | 2 | -2 | 8.7 | 4.2 | 2.1 | 14
COc1ccc(CNC(=O)O[C@]23C[C@H]4C(=O)N(c5ccccc5)C(=O)[C@H]4C[C@@]2(O)CN(S(=O)(=O)c2ccc(C)cc2)C3)cc1OC | -2 | · | -9 | 3 | · | · | · | 0.2 | ·
COC(=O)[C@@H]1C[C@@]2(O)[C@@H](O)[C@@H](O)[C@@H](O)C[C@H]2N1CC(c1ccccc1)c1ccccc1 | -5 | -6 | 2 | 8 | -7 | -0.9 | 0.6 | 0.1 | ·
Cc1ccccc1NC(=O)CNc1ccc(Cl)c(C(F)(F)F)c1 | 4 | -13 | -11 | 16 | -10 | 0.7 | 2.3 | 2.4 | 5
CN1CCN(S(=O)(=O)c2cccc(C(=O)Nc3sccc3C(N)=O)c2)CC1 | -4 | 0 | -1 | 3 | -9 | -1.1 | 1.5 | 1.0 | ·
Cc1c(CC(=O)O)c(=O)oc2cc(OCc3nn[nH]n3)ccc12 | 2 | -9 | 10 | 0 | 5 | -0.1 | 0.1 | 1.1 | 15
CCN(CC(=O)Nc1ccccc1OC)C(=O)CN1C(=O)NC(C)(c2ccc3ccccc3c2)C1=O (stereo unspecified) | -3 | · | -22 | 4 | · | · | · | 1.1 | ·
COc1ccc(C)cc1N(CC(=O)Nc1ccc(S(=O)(=O)N2CCOCC2)cc1)S(C)(=O)=O | -12 | -4 | -8 | 10 | -1 | 1.1 | 1.4 | 1.7 | 1
CC(C)CCNC(=O)c1c(CSc2ccc(Cl)cc2)noc1C(=O)NCc1ccccc1 | -9 | -7 | 19 | 3 | -18 | 0.8 | 1.7 | 0.4 | ·

Assay outcomes as filed in PubChem BioAssay.
